# Bioassay records: PubChem BioAssay, several laboratories
# UGM FP inh = Mtb UDP-galactopyranose mutase inhibition. P9WIQ1. purified UGM, fluorescence polarization probe displacement. inhibition, % at 10 µM. 320,000 compounds, 0.06% hits. AID 504406; in the data active means inhibition above about 10%, passing the limit was not always enough
# Target sequence (P9WIQ1 whole entry, looked up): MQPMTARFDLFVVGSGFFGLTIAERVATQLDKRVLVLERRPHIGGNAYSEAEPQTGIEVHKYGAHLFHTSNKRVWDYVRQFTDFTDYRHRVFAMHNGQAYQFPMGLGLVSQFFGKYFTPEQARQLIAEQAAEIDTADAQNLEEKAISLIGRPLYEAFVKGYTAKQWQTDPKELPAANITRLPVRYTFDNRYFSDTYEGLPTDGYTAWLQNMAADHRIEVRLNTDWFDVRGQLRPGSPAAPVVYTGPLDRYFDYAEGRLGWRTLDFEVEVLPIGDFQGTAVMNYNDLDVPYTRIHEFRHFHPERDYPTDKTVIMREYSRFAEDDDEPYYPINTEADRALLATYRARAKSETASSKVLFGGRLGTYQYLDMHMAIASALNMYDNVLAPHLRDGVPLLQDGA
# GDH-TPI inh = counter-screen for M. tuberculosis FBA inhibitors: GDH-TPI coupled enzymes; inhibition, % at 4.8 µM; GDH-TPI coupled enzyme counterscreen, NADH absorbance; AID 588335; 360,000 compounds, 1.2% hits; in the data active means inhibition above about 30%;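 further: 0% = DMSO wells and 100% = wells lacking the enzyme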
# BH1578 lux ind = inducers of Vibrio cholerae quorum light production without autoinducers; V. cholerae BH1578 lux reporter, luminescence, 6 h; activation, % at 18.7 µM; 350,000 compounds, 0.16% hits; in the data active means activation mostly above about 9.7%, no sharp cut-off; further: not every result past the cut was called active; inactives centre near 0; reference of the scale not given here
# FBA Mtb inh = inhibitors of M. tuberculosis fructose-bisphosphate aldolase; purified M. tuberculosis FBA, fluorescence read-out; inhibition, % at 1 µM; 360,000 compounds, 2.3% hits; AID 588726; in the data active means inhibition above about 27%;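 further: 0% = vehicle and 100% = reference inhibitor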
# Target sequence (P9WQA3 whole entry, looked up): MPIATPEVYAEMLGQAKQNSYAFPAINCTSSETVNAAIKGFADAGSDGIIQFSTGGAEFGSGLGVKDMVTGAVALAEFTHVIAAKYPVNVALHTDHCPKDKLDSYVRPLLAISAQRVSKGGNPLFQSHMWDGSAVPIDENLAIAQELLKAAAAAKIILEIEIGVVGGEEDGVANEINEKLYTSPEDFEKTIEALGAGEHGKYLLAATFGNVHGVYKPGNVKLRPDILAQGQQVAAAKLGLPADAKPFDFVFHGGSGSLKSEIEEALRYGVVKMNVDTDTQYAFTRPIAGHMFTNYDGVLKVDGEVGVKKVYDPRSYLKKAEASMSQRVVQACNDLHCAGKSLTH
# BioA inh = inhibitors of Mycobacterium tuberculosis BioA enzyme; purified M. tuberculosis BioA enzyme, plate reader; inhibition, % at 9.99 µM; 360,000 compounds, 0.096% hits; AID 602481; in the data active means inhibition above about 40%
# Yp Topo-I inh = Y. pestis Topo-I inhibition via cleavage products | activity, % at 10 µM | AID 504884 | Y. pestis Topo-I cleavage product accumulation, plate reader | 360,000 compounds, 0.064% hits; in the data active means activity above about 50%, passing the limit was not always enough; further: inactives centre near 2
# PfHsp40 yeast = compounds rescuing yeast from Plasmodium falciparum HSP40 toxicity | S. cerevisiae expressing PfHsp40, growth rescue, ATP luminescence | growth rescue, % at 12.5 µM | 340,000 compounds, 0.68% hits | AID 504582; in the data active means growth rescue above about 28%, passing the limit was not always enough;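 further: yeast W303a lacking pdr1 and pdr3 grown in galactose medium; growth measured after three days at 30 °C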
# TcdB GH inh = TcdB glycohydrolase inhibition. P18177. TcdB glycohydrolase enzymatic assay, plate reader. inhibition, % at 9.99 µM. 350,000 compounds, 0.24% hits. AID 652162; in the data active means inhibition above about 10%
# FadD28 FP inh = M. tuberculosis FadD28 bisubstrate binding inhibition | FadD28 bisubstrate probe binding, fluorescence polarization | inhibition, % at 12.5 µM | 360,000 compounds, 0.22% hits; in the data active means inhibition above about 8.5%, passing the limit was not always enough
# Active calls of the source: *; i = inactive; / = not tested or not shown.
Molecule,UGM FP inh,BH1578 lux ind,PfHsp40 yeast,BioA inh,FBA Mtb inh,TcdB GH inh,Yp Topo-I inh,GDH-TPI inh,FadD28 FP inh
O=C(Nc1cccc(S(=O)(=O)N2CCOCC2)c1)C1CCCCN1S(=O)(=O)c1ccccc1 (stereo unspecified),/,-0.7,1.1,/,0,1.6,-7,-2,-4.0
COc1ccc(-c2csc(NCc3ccco3)n2)cc1C,-0.8,/,-1.4,0.2,-5,/,6,-11,-2.5
Cc1ccc(NC(=O)c2ncn(CCCN3CCN(c4ccccn4)CC3)n2)cc1C,/,i,-0.1,-1.0,2,0.1,32,3,0.4
COc1ccc(OC)c(NC(=O)NCc2ccc(F)cc2)c1,0.7,-0.5,0.5,-1.2,1,/,3,-7,2.1
O=C(c1cc(S(=O)(=O)Nc2ccccc2F)c(Cl)cc1Cl)N1CCN(CCO)CC1,2.0,i,1.3,0.3,1,0.3,4,16,-1.8
CSc1ccccc1OCc1cc(C(=O)N2CCc3c(Cl)cccc3C2)no1,-0.5,i,-0.7,-0.9,2,-0.6,-4,15,-2.4
Cc1nc2nc[nH]c2cc1Br,0.2,i,2.6,-0.8,0,/,1,-14,-1.8
COc1ccc(N(C(=O)c2cccnc2)S(=O)(=O)c2cccc([N+](=O)[O-])c2)cc1,-1.0,i,-0.5,-0.4,0,0.7,12,-1,-1.6
CCN(CC)c1ccc([N+](=O)[O-])cc1C(=O)N1CCOCC1,-3.2,i,-1.1,-0.6,-11,-0.3,6,1,0.1
COc1ccc(C(=O)C2CCCN(S(=O)(=O)N(C)C)C2)c(C)c1 (stereo unspecified),1.8,i,-0.1,-0.3,2,1.3,11,5,-1.2
O=C(O)c1cccc(-c2ccc(/C=C3/SC(=Nc4ccccc4)N(Cc4cccnc4)C3=O)o2)c1,-4.6,1.6,0.5,5.0,3,-1.0,1,14,-1.9
O=C1CCCC/C1=C/Nc1ccc(S(=O)(=O)Nc2ncccn2)cc1,1.2,i,14,/,1,/,1,20,-1.2
COc1cccc(-n2nnnc2SCC(=O)NCCc2ccccc2)c1,2.0,i,0.2,0.2,-2,/,0,-3,-3.2
CNc1c([N+](=O)[O-])cnn1-c1ccc(Cl)cc1,0.3,0.3,-0.3,-1.4,1,0.7,2,12,-1.9
COc1cccc(OC)c1NC(=O)Cc1nn(C)c(=O)c2ccccc12,-1.0,-1.9,1.5,-0.5,3,/,1,-3,-2.8
CCCCNC(=O)C(C)N(CCN(C)C)C(=O)CCCN1C(=O)NC(c2ccc([N+](=O)[O-])cc2)C(C(=O)OCc2ccccc2)=C1C (stereo unspecified),/,1.1,-2.1,-1.1,8,/,14,6,1.5
COCC(=O)NCc1ccc2c(c1)OCO2,1.7,-1.4,0.2,-1.0,1,/,8,7,-2.7
COC(=O)c1[nH]c2cccc(OC)c2c1NC(=O)CCN1CCSCC1,0.0,-0.3,-0.4,/,12,0.8,-11,-1,-2.5
CC1CCCCN1C(=O)c1ccc(COc2ccc([N+](=O)[O-])cc2)o1 (stereo unspecified),0.5,i,-0.9,6.3,2,0.8,4,6,-1.9
O=C(Cn1nc(-c2ccccc2)ccc1=O)NCCN1CCN(Cc2ccccc2)CC1,1.5,i,-0.3,5.1,0,1.4,-3,3,-3.6
COc1ccc(CCN2CC(C(=O)N3CCSCC3)CCC2=O)cc1 (stereo unspecified),-3.7,3.1,1.2,-0.2,0,-0.2,-1,-7,0.2
CC(CC(F)(F)F)N1CCC(n2nccc2NC(=O)CCOc2ccccc2)CC1 (stereo unspecified),2.1,i,-0.4,-2.1,0,2.2,-2,1,0.3
Cc1ccc(O)c(-c2cc(C(=O)Nc3c(C)n(C)n(-c4ccccc4)c3=O)[nH]n2)c1,3.8,-0.3,0.0,/,-1,/,7,8,-2.3
O=C(CCc1nnc(C2CCCCC2)o1)N1CCCCC1CCn1cccn1 (stereo unspecified),4.9,-0.2,0.4,0.1,0,0.7,4,-5,0.5
CC(=O)Nc1ccccc1C(=O)C(=O)Nc1ccc(Cl)cc1,0.3,i,0.0,/,-2,-0.3,2,10,-2.6
CCn1c(SCc2cccc(F)c2)nnc1-c1cccnc1,1.8,-0.3,0.3,/,1,1.0,1,4,-1.4
Cc1cc(Br)ccc1NC(=O)c1sc2ncnc(N3CCN(c4ccccn4)CC3)c2c1C,-2.3,0.9,-0.5,-0.7,3,2.0,13,-8,-3.8
O=C1CC(N(O)C2CC(=O)N(Cc3ccccc3)C2=O)C(=O)N1Cc1ccccc1 (stereo unspecified),0.6,-0.2,-0.2,/,2,/,1,-4,-2.9
CCOC(=O)C1=C(C)N(CCCCCC(=O)O)C(=O)NC1c1ccc(Cl)cc1 (stereo unspecified),2.4,1.2,-0.7,0.4,-1,-0.3,-6,6,-1.1
CC1CCCN(CCOc2ccc3ccccc3c2Br)C1 (stereo unspecified),-1.8,i,3.3,/,1,1.2,-5,-6,-5.4
Cc1[nH]ncc1Nc1c(C(C)C)cccc1C(C)C,/,/,/,-0.3,-3,-2.7,/,/,0.5
O=C(NCc1cccnc1)c1cc([N+](=O)[O-])ccc1N1CCOCC1,0.1,i,0.6,0.9,0,0.7,-3,14,-2.5
OCCN1CCN(c2nc(-c3ccccc3)c3cc(Br)ccc3n2)CC1,1.5,i,-1.0,/,6,2.9,4,6,0.9
C=CCOc1ccc(Cl)cc1CNCCCN1CCOCC1,1.5,i,-0.6,-2.1,0,/,-2,0,-0.1
Cc1nc2scc(C)n2c(=O)c1S(=O)(=O)NCc1ccc(F)cc1,0.2,i,-0.6,2.5,7,-2.4,4,4,-0.3
O=C(CCS(=O)(=O)c1ccc2c(c1)NC(=O)CS2)NCCc1ccc(Cl)cc1,-0.1,i,-0.4,2.9,0,1.9,2,0,-5.8
CC(C)CN(CC(C)C)c1ccc(/C=N/n2cnnc2)cc1[N+](=O)[O-],2.2,2.5,7.0,/,-2,0.9,26,20,-0.6
Cc1ccc(OC(C)C(=O)Nc2cc(C)on2)cc1 (stereo unspecified),1.6,0.5,-0.3,0.1,-1,3.4,5,0,-0.4
COc1ccc(-n2c(O)c(C=Nc3c(C)n(C)n(-c4ccccc4)c3=O)c(=O)[nH]c2=O)cc1,0.2,i,-1.3,-2.6,0,/,-7,30,-2.1
Cc1c(C(=O)NCc2ccc([N+](=O)[O-])cc2)sc(=O)n1Cc1ccc(-c2ccccc2)cc1,/,-1.0,/,-1.3,6,0.7,11,20,-3.4
Nc1nonc1NN=C1CCCCC1,2.8,i,-1.0,/,1,0.5,-8,-2,-4.1
O=C(CSc1nnc(-c2ccccn2)n1Cc1ccco1)c1ccc(Cl)cc1,0.6,-0.4,4.8,1.9,-1,/,-8,-1,-5.0
CCN1C(=O)/C(=C2\SC(=S)N(CCCOC)C2=O)c2ccccc21,-4.5,i,0.4,1.2,-2,/,-4,5,-0.2
Cc1ccccc1-c1nc(Cc2ccccc2)no1,-1.0,i,-0.1,0.0,9,/,-13,-1,-1.5
Cc1ccc2nc(SCC(=O)Nc3ccc4[nH]c(=O)[nH]c4c3)[nH]c2c1,/,-0.5,1.0,0.1,-1,0.4,-9,-2,-4.2
COc1ccc(C(=O)c2ccccc2CN2C(=O)c3ccccc3C2=O)cc1,/,-1.0,3.1,/,-3,0.4,14,-4,-3.7
COc1cccc(-c2cnc3c(NC(C)=O)cc(-c4cccc(C(=O)N(C)C)c4)cn23)c1,/,0.9,/,1.0,6,1.0,27,11,-1.8
C/C(=N\Nc1nncc2ccccc12)c1ccc(C(C)(C)C)cc1,0.2,-0.6,-1.0,-1.7,-1,/,-2,-2,/
Cc1ccc(O)c(CNc2nc3ccccc3n2C(C)C)c1,2.1,-0.3,-0.2,-1.2,2,0.5,-7,1,-4.7
O=C(CCCNS(=O)(=O)c1cccc2nsnc12)N1CCCCC1,-2.7,i,-0.2,-1.8,0,/,-4,1,-0.5
COc1ccc(/C(C)=N/NC(=O)c2ccc(CSc3nncn3C)cc2)cc1,-1.6,i,0.3,/,-8,1.2,-3,2,-3.6
CCN1C[C@@H]2[C@@H]3C(=O)N(C)C(=O)[C@@H]3[C@](Cc3ccccc3)(C1=O)N2C(=O)c1ccc(Cl)cc1,/,-0.6,0.9,0.9,0,0.0,-6,3,-2.8
CCCCn1nc(NC(=O)CC(C)C)c2cc3cc(OC)ccc3nc21,-0.7,0.4,0.0,-0.8,7,0.1,6,-1,0.8
CC(C)OC(=O)C[N+](C)(C)CCN1C(=O)C2C(c3ccccc3)C=CC(c3ccccc3)C2C1=O (stereo unspecified),-0.9,i,0.3,/,0,2.0,3,-5,0.7
COc1ccc(NC(=O)C(CC(C)C)NC(=O)C2CCCCC2)c(OC)c1 (stereo unspecified),2.7,0.6,-1.4,-1.9,0,-0.7,-11,-8,-2.7
COc1ccc(-c2nc3ccc(C)cn3c2CC2CCCCC2)cc1OC,/,/,/,-1.7,16,-0.2,/,/,-3.1
O=C(N/N=C/c1cc([N+](=O)[O-])ccc1O)c1ccncc1,-0.6,-0.2,0.0,/,-9,-14,-4,24,-4.8
O=C(c1ccccc1)C1CCN(c2ncccc2[N+](=O)[O-])CC1,-2.0,-0.4,3.1,/,0,0.3,-2,20,0.9
CCOC(=O)C(CC)(CC)/C(C)=N/NC(=O)CC#N,-0.1,-0.6,-0.8,1.0,2,/,3,0,-2.7
Nc1[nH]n(-c2ccccc2)c(=O)c1N=Nc1ccc2c(c1)OCCO2,-1.5,i,2.9,-1.2,-10,0.2,-1,9,-2.5

# (further entries)
Molecule,UGM FP inh,BH1578 lux ind,PfHsp40 yeast,BioA inh,FBA Mtb inh,TcdB GH inh,Yp Topo-I inh,GDH-TPI inh,FadD28 FP inh
O=C(O)CSC(C(=O)Nc1ccc(C(F)(F)F)cc1)c1ccccc1 (stereo unspecified),-0.3,-0.6,0.0,-0.2,0,/,-1,7,10*
O=C1CCc2cc(S(=O)(=O)N3CCCC3C(=O)NC3CCCCCCC3)ccc2N1 (stereo unspecified),-1.3,-0.3,1.9,0.4,0,-5.3,7,-9,-3.6
CCCCC(=O)Nc1ccc(C(=O)N(CC)c2ccccc2C)cc1,0.9,i,-0.2,/,3,0.7,-4,-6,-0.1
CC1=CC(C)(C)N(C)C(=O)N1c1ccc(Cl)cc1,-1.5,0.6,-0.9,1.2,-1,/,0,8,-2.7
Cc1cc(OCC(=O)N2CCC(C(=O)O)(c3ccccc3)CC2)c2c(C)cc(=O)oc2c1,1.0,-0.3,-2.0,0.3,10,0.2,-5,2,-1.6
CCOC(=O)C(=O)Nc1ccccc1C(=O)Nc1ccc(OC)cc1,1.9,-0.2,-0.5,-11,4,1.3,-7,1,0.3
CCN(C(=O)COC(=O)Cn1cnc2c1c(=O)n(C)c(=O)n2C)C1CCS(=O)(=O)C1 (stereo unspecified),1.6,i,-0.3,3.6,1,1.1,-8,18,-1.4
CON/C=C(\C=Nc1ccccc1)c1ncc(C(F)(F)F)cc1Cl,-0.2,-0.8,-0.6,-1.5,-2,/,8,15,-0.2
COc1ccc(OC)c(NC(=O)COC(=O)CC2CCCCC2)c1,-0.4,i,0.3,0.5,-1,1.2,17,6,0.8
Cc1ccc(Nc2nc(N)c3ccccc3n2)cc1C,-0.3,i,-3.6,-0.2,-2,4.9,-21,4,-5.6

# A different layout for some results above.
mol: O=C(O)CSC(C(=O)Nc1ccc(C(F)(F)F)cc1)c1ccccc1 (stereo unspecified)
  UGM FP inh: -0.3	BH1578 lux ind: -0.6	PfHsp40 yeast: 0.0	BioA inh: -0.2	FBA Mtb inh: 0	TcdB GH inh: /	Yp Topo-I inh: -1	GDH-TPI inh: 7	FadD28 FP inh: 10*

mol: CC1=CC(C)(C)N(C)C(=O)N1c1ccc(Cl)cc1
  UGM FP inh: -1.5	BH1578 lux ind: 0.6	PfHsp40 yeast: -0.9	BioA inh: 1.2	FBA Mtb inh: -1	TcdB GH inh: /	Yp Topo-I inh: 0	GDH-TPI inh: 8	FadD28 FP inh: -2.7
